Bioassay records from PubChem.
PPARg SRC3 recr – PPARgamma-driven SRC-3 recruitment agonism. biochemical PPARgamma/SRC-3 coactivator recruitment assay. activation, % at 8 µM. 200,000 compounds, 0.26% hits. AID 731; in the data active = activation above about 23%;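 note: 0% = DMSO and 100% = reference agonist; some compounds past the cut are filed as inactive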
Target sequence (P37231 whole entry, looked up): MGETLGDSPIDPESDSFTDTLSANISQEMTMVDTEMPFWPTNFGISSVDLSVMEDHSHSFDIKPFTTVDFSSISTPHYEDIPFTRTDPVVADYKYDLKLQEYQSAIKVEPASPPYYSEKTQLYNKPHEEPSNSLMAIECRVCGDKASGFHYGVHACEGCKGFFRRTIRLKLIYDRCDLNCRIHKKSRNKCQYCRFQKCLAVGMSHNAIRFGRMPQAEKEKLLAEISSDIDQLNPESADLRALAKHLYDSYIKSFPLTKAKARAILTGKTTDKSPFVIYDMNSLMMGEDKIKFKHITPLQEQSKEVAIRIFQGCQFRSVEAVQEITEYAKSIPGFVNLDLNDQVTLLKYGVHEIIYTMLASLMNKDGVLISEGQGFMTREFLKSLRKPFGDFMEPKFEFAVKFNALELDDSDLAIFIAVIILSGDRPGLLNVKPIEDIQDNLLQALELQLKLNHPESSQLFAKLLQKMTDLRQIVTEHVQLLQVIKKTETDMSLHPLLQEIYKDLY
PPARg SRC-2 ag – agonists of SRC-2 recruitment by human PPARgamma; PPARgamma LBD-SRC-2 recruitment, biochemical; P37231; 200,000 compounds, 0.34% hits; activation, % at 8 µM; in the data active = activation above about 22%;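 note: 0% = vehicle and 100% = reference agonist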
PPARg SRC1 recr – promotes SRC-1 coactivator recruitment by human PPARgamma; P37231; PPARgamma-SRC-1 coactivator recruitment biochemical assay; activation, % at 8 µM; 200,000 compounds, 0.41% hits; in the data active = activation above about 19%;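 note: 0% = DMSO and 100% = reference agonist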
bIAP inhibitor – intestinal alkaline phosphatase (bovine) inhibition; purified bovine IAP, CDP-star luminescence, 30 min; inhibition, % at 20 µM; 190,000 tested, under 10 active; AID 1019;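 active = over 50% inhibition of intestinal alkaline phosphatase at 20 µM in the single-dose screen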
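System: Purified bovine intestinal alkaline phosphatase (IAP) enzyme | Input: IAP diluted 1/65,000,000 in the well | Also added: CDP-star chemiluminescent phosphatase substrate, 30 µM final | Dosing: 20 µM single dose | Times: Enzyme reaction for 30 min at room temperature | Detection: Luminescence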
L major viab – inhibitors of Leishmania major promastigote growth | Leishmania major promastigotes, resazurin fluorescence viability | inhibition, % at 10 µM | 200,000 compounds, 9% hits; in the data active = inhibition above about 50%;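 note: promastigotes grown with compound for 44 hours at 28 °C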
S1P3 antagonist – antagonists of human S1P3 receptor | Q99500 | CHO S1P3 NFAT-BLA reporter, FRET fluorescence, antagonist mode | inhibition, % at 4.98 µM | 170,000 compounds, 0.27% hits;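 active = inhibition above the plate cutoff, the mean inhibition of test wells on that plate plus 3 SD, cut at about 28% in these data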;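 note: cells challenged with S1P at its EC80 of 0.8 µM; blue over green emission ratio from cleaved BLA substrate after 4 h stimulation; 0% = S1P-stimulated wells and 100% = unstimulated DMSO-only wells; some compounds past the cut are filed as inactive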
Target sequence (Q99500 whole entry, looked up): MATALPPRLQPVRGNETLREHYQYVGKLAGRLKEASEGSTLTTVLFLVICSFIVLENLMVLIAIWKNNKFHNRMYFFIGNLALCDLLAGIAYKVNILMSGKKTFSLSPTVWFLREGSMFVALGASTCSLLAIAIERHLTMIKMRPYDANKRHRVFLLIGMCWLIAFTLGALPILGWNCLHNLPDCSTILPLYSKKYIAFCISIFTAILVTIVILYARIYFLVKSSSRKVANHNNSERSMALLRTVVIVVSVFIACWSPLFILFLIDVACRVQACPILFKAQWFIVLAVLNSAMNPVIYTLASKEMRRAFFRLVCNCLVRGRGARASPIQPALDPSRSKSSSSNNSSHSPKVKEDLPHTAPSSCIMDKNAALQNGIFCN
Efa HMGR inh – blocks class II HMG-CoA reductase of Enterococcus faecalis; purified E. faecalis HMGR, NADPH absorbance 340 nm kinetic; inhibition, % at 10 µM; 190,000 compounds, 0.41% hits; AID 1066;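 active = inhibition above a set limit, the median over all tested compounds plus 3 SD, cut at about 9.5% in these data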;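 note: enzyme runs in reverse so mevalonate oxidation gives rising NADPH absorbance; 0% = complete reaction with DMSO and 100% = background rate lacking mevalonate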
DTT redox prof – compounds producing H2O2 with reducing agent – biochemical, NIH compound library profiling, artefact control for MLSCN library redox annotation, primary screen; DTT-dependent redox cycling H2O2, phenol red/HRP absorbance; 100% = 100 µM peroxide control, 0% = buffer; 200,000 compounds, 0.03% hits; activation, % at 10 µM;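 active = activation of at least 50% relative to the plate's high and low controls in the primary single-dose screen; inactive = activation below 50%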;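 note: compound incubated with DTT at 0.8 mM final as the reducing agent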
ROMK mod – modulators of human ROMK potassium channel. P48048. Tet-inducible ROMK, thallium flux fluorescence; actives lie on both sides. B-score at 10 µM. 130,000 compounds, 2% hits;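 active = signal ratio slope over the read window, or its plate-corrected B-score, at least 3 SD from the plate mean, either direction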;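 note: B-score of the F/F0 ratio slope over 7 to 12 s after thallium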
RAM inhibit – yeast RAM network inhibition. 190,000 compounds, 1.8% hits. S. cerevisiae dse1pr::URA3 reporter, 5-FOA growth OD615, 2 d; analog-sensitive cbk1-as2 kinase mutant strain. inhibition, % at 50 µM. AID 868;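 active = inhibition above a set limit, 3 SD over mean compound inhibition, cut at about 8.4% in these data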;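 note: 0% = DMSO-only wells with no growth and 100% = 10 µM 1-NA-PP1 full growth; inhibition rescues growth on 5-FOA so higher OD means more RAM inhibition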
SRC2 TRFRET art – counter-screen for PPARgamma SRC-2 recruitment agonists: TR-FRET artefact; hits give high values; TR-FRET ratio at 8 µM; 200,000 compounds, 0.4% hits; AID 1049; in the data active = TR-FRET ratio above about 2000; note: inactives centre near 1500; reference of the scale not given here
Active calls of the source: *; / = not tested or not shown. The order is random. Share with any hit: about 13%.

Values run as follows: SRC2 TRFRET art	PPARg SRC1 recr	RAM inhibit	bIAP inhibitor	S1P3 antagonist	Efa HMGR inh	PPARg SRC3 recr	L major viab	ROMK mod	DTT redox prof	PPARg SRC-2 ag
C/C(=N\Nc1nnc2c3ccccc3n(C)c2n1)c1ccc(C)o1
→ 1531	8	2.9	-2	1	0	0	2	1.1	-0.3	1
CC(NC(=O)c1cccs1)c1ccc2c(c1)OCO2 (centres undefined)
→ 1496	-2	-0.3	22	-2	-4	8	-7	/	2.8	8
CCN(CC)S(=O)(=O)c1ccc(C(=O)NNc2nc(-c3ccccc3)c3cc(Br)ccc3n2)cc1
→ 1558	10	5.7	-3	-1	1	4	-2	/	0.2	4
COc1ccc(C(=O)NC(=S)NNC(=O)c2ccc(NC(C)=O)cc2)cc1Br
→ 1592	-5	1.1	-39	-11	-1	-7	77*	-0.18	-0.5	-7
CCN(CC)S(=O)(=O)c1ccc(C(=O)N2CCN=C2SC)cc1
→ 1680	6	0.6	11	-9	-12	2	-4	/	-0.7	8
COCCN=c1scc(-c2ccco2)n1/N=C/c1ccc(O)c(O)c1O
→ 1470	3	2.8	4	-29	5	3	4	3.2*	-1.9	0
O=C(Nc1ccccc1Cl)N1CCN(c2ccc3nnc(-c4ccc(F)cc4)n3n2)CC1
→ 1426	-1	4.1	-14	-11	3	-7	28	/	-0.6	1
COc1ccc(NC(=O)OCC(C)C)cc1OC
→ 1764	-1	1.5	16	/	5	9	-4	-0.13	0.0	7
O=C(COc1ccc(Cl)cc1Cl)NCCSc1ccc(Cl)cc1
→ 1599	0	9.0*	0	/	-7	2	10	0.34	0.2	4
Cc1ccc(/C=C/C(=O)NCCc2c[nH]c3ccccc23)o1
→ 1612	8	0.4	30	-2	-4	0	-6	-0.011	0.1	5
Cc1ccc(C2(C)NC(=O)N(CC(=O)Nc3cc(C)on3)C2=O)cc1 (centres undefined)
→ 1712	0	1.4	-2	/	-2	5	-2	/	1.3	9
CCC(=O)Nc1cc(C(=O)NCC2CCCN2CC)c(OC)cc1N(C)C (centres undefined)
→ 1519	-7	-0.7	6	-68	-6	-4	1	0.1	0.9	-6
Cc1ccc(N2C(=O)c3ccccc3C2C(=O)c2cc(C)ccc2O)cc1 (centres undefined)
→ 1384	-9	3.1	24	-22	-2	1	47	0.25	-0.2	4
O=C(N=C1SCC(=O)N1c1ccccc1Cl)c1ccccc1
→ 1623	12	1.4	-4	-4	6	3	-4	-1.2	-1.2	0
O=C(CSc1nnc(Cc2ccccc2)o1)c1cc(F)ccc1F
→ 1488	0	2.7	6	-31	0	1	-12	-0.17	0.1	-2

The list continues:
Values run as follows: SRC2 TRFRET art	PPARg SRC1 recr	RAM inhibit	bIAP inhibitor	S1P3 antagonist	Efa HMGR inh	PPARg SRC3 recr	L major viab	ROMK mod	DTT redox prof	PPARg SRC-2 ag
O=S(=O)(Nc1ccccn1)c1cccc(S(=O)(=O)c2ccc(Br)cc2)c1
→ 1717	-9	0.1	-2	-11	1	2	-8	0.46	0.0	-1
COC(=O)C1=C(C)Nc2ncnn2C1c1cccnc1 (centres undefined)
→ 1487	-4	0.4	-4	/	0	-2	-4	/	2.1	-3
O=c1c2ccccc2c(C=Nc2ccc(Cl)cn2)c(O)n1-c1cc(Cl)ccc1N1CCOCC1
→ 1562	-3	6.5	11	0	-3	-2	-1	/	2.1	-1
CCC(=O)N1CCN(c2ccc(NC(=O)c3ccc([N+](=O)[O-])o3)cc2Cl)CC1
→ 1513	12	-0.6	0	-3	0	2	101*	-0.47	-1.0	-2
c1ccc(-c2cc3c(-n4cccc4)ncnc3o2)cc1
→ 1759	8	3.0	6	17	-1	1	3	0.33	-0.6	-10
Cc1ccc(NC(=O)c2ccco2)cc1NC(=O)CSc1nnc(-c2cccs2)n1C
→ 1702	0	2.7	-4	29	-2	-1	3	/	1.3	9
Cc1ccc(CNS(=O)(=O)c2ccc3c(c2)OCCO3)cc1
→ 1670	6	2.0	7	-5	-1	3	-11	-0.035	-0.2	0
CC(C)(C)c1ccc(OCC(O)CN(CCO)CC(O)Cn2ccc3ccccc32)cc1 (centres undefined)
→ 1596	2	-1.4	18	-11	-4	2	45	/	0.5	-1
O=C(COc1ccccc1)Nn1c(-c2ccccc2)nc2ccccc2c1=O
→ 1672	8	5.9	3	2	-6	3	-3	-0.1	-0.5	1
COc1ccc(C2CC(c3ccccc3)=NN2C(=O)COC(=O)c2cc(S(=O)(=O)N3CCOCC3)ccc2F)cc1 (centres undefined)
→ 2124*	16	4.8	7	-9	-5	4	27	-0.58	-0.2	5
Cc1ccccc1OCCOc1cccc(/C=N/NC(=O)Cc2nnc(N)s2)c1
→ 1737	-4	2.1	6	/	-6	13	5	/	-8.2	-1
C=CCOc1ccc(-c2n[nH]c(=S)o2)cc1
→ 1578	10	0.5	5	-9	1	8	-4	1.8	0.5	5
CC(C)COC(=O)Cc1c(O)c2ccccc2[nH]c1=O
→ 1559	1	3.7	10	-17	-2	4	-5	0.62	-0.4	-4
O=C(Nc1ccc([N+](=O)[O-])cc1)C(Cc1ccccc1)N1C(=O)c2cccc3cccc(c23)C1=O (centres undefined)
→ 1669	-1	3.4	-2	-11	0	1	5	/	-0.3	9
CCc1c(C)sc(NC(=O)c2cc(C)on2)c1C#N
→ 1332	2	0.1	-2	-34	-7	-3	5	2.6	1.8	-6

Quoted from the listing:
Under PPARg SRC3 recr, CC(C)COC(=O)Cc1c(O)c2ccccc2[nH]c1=O has 4
Under PPARg SRC1 recr, O=C(COc1ccc(Cl)cc1Cl)NCCSc1ccc(Cl)cc1 has 0

An excerpt of these results, field by field.
SMILES: c1ccc(-c2cc3c(-n4cccc4)ncnc3o2)cc1
  SRC2 TRFRET art = 1759	PPARg SRC1 recr = 8	RAM inhibit = 3.0	bIAP inhibitor = 6	S1P3 antagonist = 17	Efa HMGR inh = -1	PPARg SRC3 recr = 1	L major viab = 3	ROMK mod = 0.33	DTT redox prof = -0.6	PPARg SRC-2 ag = -10

SMILES: Cc1ccc(NC(=O)c2ccco2)cc1NC(=O)CSc1nnc(-c2cccs2)n1C
  SRC2 TRFRET art = 1702	PPARg SRC1 recr = 0	RAM inhibit = 2.7	bIAP inhibitor = -4	S1P3 antagonist = 29	Efa HMGR inh = -2	PPARg SRC3 recr = -1	L major viab = 3	ROMK mod = /	DTT redox prof = 1.3	PPARg SRC-2 ag = 9

Further results
Values run as follows: SRC2 TRFRET art	PPARg SRC1 recr	RAM inhibit	bIAP inhibitor	S1P3 antagonist	Efa HMGR inh	PPARg SRC3 recr	L major viab	ROMK mod	DTT redox prof	PPARg SRC-2 ag
O=C(Nc1cccc(C(=O)O)c1)Nc1ccccc1Cl
→ 1435	0	4.4	-9	-5	-5	2	-8	0.056	-2.7	7
CCOc1ccc(S(=O)(=O)Nc2cc(C)ccn2)c2ccccc12
→ 1336	-2	5.2	16	/	1	0	0	/	-1.4	1
O=C(/C=C/N1CCOCC1)c1coc2ccccc12
→ 1435	2	5.4	8	-47	3	-12	3	-0.44	0.1	-6
CCOc1ccc(-n2c(-c3ccccc3)c[n+]3c2CCC3)cc1
→ 1436	-1	0.8	-6	-8	-4	5	94*	/	0.3	7
Cc1ccc(-c2nc3ccccc3s2)cc1NC(=S)NC(=O)c1ccccc1
→ 1654	2	2.0	17	/	-8	-6	-2	/	1.4	5
Cc1cc(C)cc(NC(=O)COC(=O)CN=C2NS(=O)(=O)c3ccccc32)c1
→ 1764	4	1.4	1	-6	-1	-5	-3	0.61	0.4	2
CCCNNC(=O)C(O)(c1ccccc1)c1ccccc1
→ 1612	0	2.4	10	-10	-9	6	2	/	0.7	7
NC(=O)CCN1CCN(Cc2nc(C(c3ccccc3)c3ccccc3)no2)CC1
→ 1620	11	0.7	-1	0	-3	-2	-1	-1.5	-2.1	1
CN1CCN(C(=O)/C(=C\c2ccccc2)c2ccccc2)CC1
→ 1384	0	3.0	-6	/	-1	1	-4	-0.02	-0.3	1
Clc1cc(Br)ccc1OCCCn1ccnc1
→ 1729	-1	0.8	/	-18	6	2	97*	0.13	0.0	8
NNc1nc(NCc2ccccc2)nc(N2CCOCC2)n1
→ 1497	3	0.4	3	/	0	-4	-1	0.11	1.9	6
Cc1ccc(Cn2cc(S(=O)(=O)c3ccc(C(C)C)cc3)c(=O)c3cc4c(cc32)OCO4)cc1
→ 1856	11	4.1	23	-7	-3	0	65*	/	1.2	4
CC(C)(C)C(=O)Nc1cccc(-c2nc3ccccc3c(=O)o2)c1
→ 1632	2	2.1	5	/	-1	3	-4	/	-0.4	7
Cc1ccc(C(=O)N/C(=C/c2ccco2)C(=O)OCN2C(=O)c3ccccc3C2=O)cc1
→ 1789	4	1.6	10	-9	1	0	61*	-0.46	0.1	14
CCn1c(SCC(=O)N/N=C/c2ccc(C)s2)nc2ccccc21
→ 1398	-2	1.7	3	8	-4	1	5	/	-0.4	9

(cont.)
Values run as follows: SRC2 TRFRET art	PPARg SRC1 recr	RAM inhibit	bIAP inhibitor	S1P3 antagonist	Efa HMGR inh	PPARg SRC3 recr	L major viab	ROMK mod	DTT redox prof	PPARg SRC-2 ag
O=C(Nc1ccc(F)cc1)C(NC1CCCCC1)c1ccccc1 (centres undefined)
→ 1610	5	0.5	10	-4	0	0	19	-1.5	-0.2	-5
O=C(Nc1nccs1)c1ccc2c(=O)n3c(nc2c1)CCCCC3
→ 1612	-3	-1.5	15	6	-4	2	10	/	-0.1	-3
CCNC(=S)N(Cc1ccco1)Cc1cc2cc3c(cc2[nH]c1=O)OCCO3
→ 1614	3	4.7	4	-13	3	4	11	0.013	-0.6	7
C[C@]12CC[C@@H]3c4ccc(O)cc4C(=O)C[C@H]3[C@@H]1CC[C@@H]2O
→ 1478	-3	/	7	2	1	-4	/	/	/	2
Cn1c(SCC(=O)N2CCOCC2)nnc1-c1cccc(NC(=O)c2ccccc2)c1
→ 1611	-2	0.5	-4	-18	-2	2	-4	/	2.1	-2
CCc1nnc(NC(=O)CSc2nnc(Cc3ccc(OC)cc3)o2)s1
→ 1422	1	4.0	3	8	-1	-10	-4	/	1.7	0
CC(C)(O)C#Cc1ccc(C(=O)N2CCN(c3ccc(F)cc3)CC2)cc1
→ 1582	-6	1.3	1	-13	2	0	-1	/	-0.4	1
